From PubChem
Pol iota inh = inhibitors of human DNA polymerase iota | Q9UNA4 | 390,000 tested, 1% active | Pol iota fluorescent replication assay, 10 min | Potency, µM (doses to about 115 µM), for inactives: at the top dose activity, negative = inhibition, most hits filed as inhibitors
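Pol iota at 10 nM preincubated 15 min with compounds at room temperature; reaction started with fluorescent substrate, 50 nM final. Fluorescence read kinetically at 0 and 10 min; buffer-only wells as negative control.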
BLM inh = Bloom syndrome helicase (human) inhibition; P54132; recombinant BLM DNA unwinding, fluorescence dequenching; Potency, µM (titrated, usually from 56.1 µM), without a hit: at the top dose activity change, negative = inhibition, most hits filed as inhibitors; 350,000 tested, 0.2% active; AID 2528;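 note: plate controls were vehicle for no effect and no enzyme for full effect; nearly all actives have a fitted effect of over 35% in size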
BAZ2B block = blocks human BAZ2B | Potency, µM (series often up to 114 µM), without a hit: top-dose activity change, negative = inhibition, actives largely listed as inhibitors | AlphaScreen BAZ2B-H3K14Ac peptide displacement | 360,000 tested, 4.4% active; note: % is set by controls: 0 for no effect and ±100 for the full control effect; nearly all actives have a fitted effect of over 60% in size
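In this displacement format the biotinylated H3(5-23) peptide acetylated at Lys14 serves as ligand at 50 nM, with BAZ2B at 50 nM in PBS pH 7.4 containing 0.01% Tween-20. Donor and acceptor beads are 10 ug/mL final.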
POLB inh = DNA polymerase beta (human) inhibition. P06746. Pol beta primer extension/strand displacement, fluorescence kinetic. Potency, µM (top dose mostly 114 µM), inactives show at the top dose activity change, negative = inhibition, hits mostly inhibitors. 340,000 tested, 1.3% active. AID 485314; note: % is set by controls: 0 for no effect and ±100 for the full control effect
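10 nM enzyme + cpd, 15 min RT; start with substrate 50 nM final; read 0 min and after 10 min RT. Corrected, normalized data; 4-parameter Hill curve fit.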
Pol kappa inh = inhibitors of human DNA polymerase kappa | purified Pol kappa, fluorescent DNA synthesis assay, 10 min | Potency, µM (titrated, usually from 107 µM), for inactives: at the top dose activity, negative = inhibition, actives largely listed as inhibitors | AID 588579 | Q9UBT6 | 400,000 tested, 0.53% active; note: % is set by controls: 0 for no effect and ±100 for the full control effect
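Kinetic fluorescence readout at 0 and 10 min followed reaction start with substrate at 50 nM final. Beforehand, enzyme (10 nM Pol kappa) stood 15 min with compound at room temperature; buffer-only wells were negative controls.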
APE1 inh = APE1 (human) endonuclease inhibition. P27695. recombinant APE1, TAMRA/BHQ-2 abasic DNA cleavage fluorescence. Potency, µM (top dose mostly 65.8 µM), without a hit: at the top dose activity change, negative = inhibition, hits mostly inhibitors. 350,000 tested, 0.35% active;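 note: plate controls were vehicle for no effect and reference inhibitor for full effect; nearly all actives have a fitted effect of over 55% in size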
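Substrate: short duplex with […] THF abasic site, 5'-TAMRA and 3'-BHQ-2, 50 nM final. APE1 at 0.75 nM, preincubated 15 min RT with compound. Fluorescence increase from first to third read measured activity.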
Pol eta inh = blocks human DNA polymerase eta activity | Q9Y253 | recombinant Pol eta, fluorescent DNA replication assay | Potency, µM (series often up to 114 µM), without a hit: top-dose activity change, negative = inhibition, hits mostly inhibitors | 390,000 tested, 1.2% active; note: % is set by controls: 0 for no effect and ±100 for the full control effect
Target sequence (Q9Y253 whole entry, looked up): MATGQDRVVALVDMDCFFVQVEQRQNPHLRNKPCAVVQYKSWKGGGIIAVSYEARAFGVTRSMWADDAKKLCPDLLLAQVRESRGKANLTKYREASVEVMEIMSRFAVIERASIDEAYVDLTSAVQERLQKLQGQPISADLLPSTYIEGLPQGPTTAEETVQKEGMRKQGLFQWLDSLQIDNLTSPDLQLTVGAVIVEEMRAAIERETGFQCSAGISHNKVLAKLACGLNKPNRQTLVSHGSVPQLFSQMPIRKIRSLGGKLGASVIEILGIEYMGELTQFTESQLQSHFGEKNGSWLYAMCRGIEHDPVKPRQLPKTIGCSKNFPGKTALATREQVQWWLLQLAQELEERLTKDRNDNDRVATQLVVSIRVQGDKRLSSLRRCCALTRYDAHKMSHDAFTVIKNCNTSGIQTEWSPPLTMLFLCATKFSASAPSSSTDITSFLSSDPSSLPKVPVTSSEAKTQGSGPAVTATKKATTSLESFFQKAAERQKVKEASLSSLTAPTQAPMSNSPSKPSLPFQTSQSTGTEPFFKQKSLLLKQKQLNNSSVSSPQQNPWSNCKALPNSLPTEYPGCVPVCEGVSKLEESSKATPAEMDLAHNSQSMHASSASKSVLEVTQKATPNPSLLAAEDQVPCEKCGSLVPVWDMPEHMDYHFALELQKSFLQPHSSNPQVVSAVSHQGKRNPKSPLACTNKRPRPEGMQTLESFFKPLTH
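Fluorescent replication assay: 50 nM final substrate added after a 15 min room-temperature compound preincubation with 10 nM enzyme. Signal taken at 0 min and again at 10 min.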
G9a inh = G9a (human) methyltransferase inhibition. AID 504332. Q96KQ7. 350,000 tested, 8.8% active. Potency, µM (doses to about 102 µM), for the others: top-dose activity, negative = inhibition, hits mostly inhibitors. G9a H3K9 monomethylation, AlphaScreen, 2 h; note: % is set by controls: 0 for no effect and ±100 for the full control effect; nearly all actives have a fitted effect of over 75% in size
Target sequence (Q96KQ7 913-1193 limits assumed): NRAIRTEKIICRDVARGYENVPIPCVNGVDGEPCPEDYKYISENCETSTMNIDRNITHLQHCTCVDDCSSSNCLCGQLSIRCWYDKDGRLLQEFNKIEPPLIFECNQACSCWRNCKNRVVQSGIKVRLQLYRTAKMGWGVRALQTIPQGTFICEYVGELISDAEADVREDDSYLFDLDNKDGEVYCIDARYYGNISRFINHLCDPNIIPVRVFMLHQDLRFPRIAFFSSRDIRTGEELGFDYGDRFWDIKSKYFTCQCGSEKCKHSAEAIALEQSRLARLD
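Quantitative HTS format: methyltransferase activity on a biotin-tagged H3K9 peptide is measured by AlphaScreen, using a rabbit anti-monomethyl-H3K9 antibody with streptavidin donor and anti-IgG acceptor beads. Final levels are 20 nM enzyme, 500 nM peptide, 20 uM SAM; 2 h RT.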
Anesthetic bind = binds horse apoferritin like a general anesthetic; 350,000 tested, 0.074% active; apoferritin/1-aminoanthracene competitive binding, fluorescence; P02791; Potency, µM (series often up to 77.5 µM), without a hit: at the highest dose activity change, negative = displacement, hits mostly inhibitors; note: % is set by controls: 0 for no effect and ±100 for the full control effect; nearly all actives have a fitted effect of over 20% in size
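Horse-spleen apoferritin (10 uM) was mixed with 50% saturated 1-aminoanthracene in PBS, exposed to compounds for 10 min at room temperature, and read for fluorescence (ex 380 nm, em 535 nm). Competitive displacement was fitted with a four-parameter Hill equation.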
An asterisk follows results filed as active; ? = inconclusive; . = not tested or not shown; & = joins results of further samples; [ ] = another dose, or the depositor's remark. Calls come from the whole dose curve; as a rule, active = well fitted curve in the direction sought with a large enough effect; inconclusive = small, poorly fitted or top-dose-only effect, or another doubt; inactive = no such curve, though single readings can be large; an effect the other way counts as inactive or inconclusive. Potency is the fitted concentration of half-maximal effect. Some of the compounds tested; rates above refer to the full screens.

Every second line gives: Pol iota inh	BLM inh	BAZ2B block	POLB inh	Pol kappa inh	APE1 inh	Pol eta inh	G9a inh	Anesthetic bind
COc1cc(C(=O)N2CCOCC2)cc(OC)c1OC
    .	5%&-1%	.	.	0%&-1%[19.4 µM]	7%	.	16%[59 µM]	8%
O=C(CCCNC(=O)c1ccc(Cl)cc1)Nc1nccs1
    33%[activator]	.	.	.	-4%	23%	-6%	.	.
Cn1c(CNC(=O)c2ccc3c(c2)OCO3)nnc1SCC(=O)Nc1ccc(F)cc1F
    49%[activator]	0%	8%	11%	-10%	0%	-9%	-9%	0%
CCN(CC)S(=O)(=O)c1ccc2c(c1)nc(CCC(=O)OCC(=O)Nc1cc(OC)cc(OC)c1)n2C
    143%[activator]	-1%	-6%	23%	-8%	10%	-25%	5%[59 µM]	3%
CCCCOc1ccc(C(=O)Nc2ccc(N3CCN(C)CC3)cc2)cc1
    -1%	0%	?	19%	0%	0%	-12%	?	-7%
Cc1noc(C)c1CSCC(=O)N(C)CC(=O)Nc1ccc(F)cc1
    7%	.	16%	.	-14%	-8%	-8%	-29%	.
CCc1nn2c(N(C)CCO)cc(C)nc2c1-c1ccc(F)cc1
    -7%	-4%	-6%	31%	3%	15%	-26%	.	-8%
COc1ccc(Nc2nc(NCc3ccco3)nc(N/N=C/c3ccc(O)cc3)n2)cc1
    6%	-24%	22µM*	-20%	-9%	5%	-26%	?	-3%
CC(=O)Nc1ccc(S(=O)(=O)NCCC(=O)NCCc2ccc(F)cc2)cc1
    12%	0%	-1%	41%	-4%	-4%	-24%	-6%[2.33 µM]	-8%
Cn1c(Oc2ccccc2)c(C=O)c2ccccc21
    11%	0%	-35%	?	-10%	-4%	3%	100%[activator][59 µM]	?
Cc1ccc(-c2nnc(Nc3ccc4c(c3)OCO4)c3ccccc23)cc1S(=O)(=O)NC(C)C
    32%[activator]	-8%	-36%	-6%	-9%	1%	-19%	1%[59 µM]	55%[activator]
O=C(/C=C/c1cccc([N+](=O)[O-])c1)NCc1ccccc1
    18%	-3%	-31%	25%	-5%	0%	-5%	-18%	-16%
Nc1nc(Nc2ccccc2F)nc(NCc2ccco2)c1[N+](=O)[O-]
    6%	-6%	-28%	-1%	-6%	-7%	21%	5%	-21%
CCOC(=O)C1(CCCc2ccccc2)CCN(C(=O)CCC2=NNC(=O)CC2)CC1
    98%[activator]	6%	18%	1%	-4%[60.1 µM]	14%	-26%	?	-15%
Cc1cc2nc(-c3ccc4c(c3)CCC4)ccn2n1
    17%	-4%	83%[activator]	44%	11%	-3%	-15%	.	-9%
Cc1nc(S(=O)(=O)Cc2ccc(Cl)cc2)nc2c1CCC2
    66%[activator]	-8%	6%	4%	-1%	4%	-17%	23%	-4%
Cc1c2cnn(-c3ccccc3)c(=O)c2c(C)n1CCCC(=O)N1CCN(c2ncccn2)CC1
    3%	-4%	?	20%	-7%	-4%	-1%	-6%[12.7 µM]	-12%
CCOc1ccccc1NC(=O)CCc1c(C)nc2cc(-c3ccccc3)nn2c1C
    42%[activator]	-2%	-1%	8%	-12%	.	-15%	-5%[59 µM]	-10%
COc1ccc(O[C@@H]2O[C@H](COC(C)=O)[C@@H](OC(C)=O)[C@H](OC(C)=O)[C@H]2NC(C)=O)cc1
    20%	4%	3%	-27%	-11%	1%	-20%	6%[59 µM]	4%
Cc1ccc(-n2cccc2C(=O)NS(=O)(=O)c2ccc(C)cc2)cc1
    -17%	-5%	-34%	1%	0%	1%	?	-37%	0%
CC(C)NC(=O)N(C)C[C@H]1Oc2c(NC(=O)Nc3ccc4c(c3)OCO4)cccc2C(=O)N([C@H](C)CO)C[C@@H]1C
    8%	.	.	.	-19%	-15%	-12%	.	.
O=c1c(=O)n(Cc2c(F)cccc2Cl)ccn1Cc1ccccc1
    -21%	-10%	-18%	-1%	-6%	.	11%	-38%[59 µM]	3%
Cc1ccc2nc(/C(C#N)=C/c3ccc(-c4ccc(C(=O)OC(C)C)cc4)o3)[nH]c2c1
    19%	-16%	-14%	28µM*	-23%	.	?	-5%[59 µM]	-12%
Cc1c(NC(=O)C(C)NCC2CCCO2)c(=O)n(-c2ccccc2)n1C (stereo not drawn)
    -11%	0%	-22%	7%	-5%	?	-19%	-7%[59 µM]	-10%
Nc1cc(S(=O)(=O)N2CCOCC2)ccc1Oc1cccc(Br)c1
    30%[activator]	.	-35%	.	-15%	40%	-1%	-39%	.
CN(C)S(=O)(=O)N(CC(=O)Nc1ccccc1F)c1ccccc1
    3%	3%	-1%	6%	-8%	3%	-1%	1%[59 µM]	-11%
COc1ccc(S(=O)(=O)N2CCN(C(=O)c3cccnc3)CC2)cc1OC
    0%	-8%	-22%	?	-1%	29%	-6%	?	-12%
CC1(c2ccccc2Cl)NC(=O)N(CC(=O)NCc2ccco2)C1=O (stereo not drawn)
    83%[activator]	-3%	-10%	9%	-7%	-1%	-18%	-5%	-1%
Cc1csc(Sc2nc3c(c(=O)[nH]c(=O)n3C)n2Cc2ccccc2Cl)n1
    10%	10%	-14%	2%	4%	2%	2%	-23%	-12%
Cc1ccc(O)c(-c2cc(C(=O)Nc3c(C)n(C)n(-c4ccccc4)c3=O)[nH]n2)c1
    2%	7%	-4%	24%	-16%	5%	-10%	10%	9%
C=CCN(c1ccccc1)S(=O)(=O)c1cccc(C(=O)Nc2ncccc2O)c1
    -11%	.	-1%	.	-4%	35%	-6%	?	.
O=C(CCSc1nc(-c2ccco2)cc(C(F)(F)F)n1)N1CCN(c2ccccc2)CC1
    6%	-7%	-3%	-29%	-9%	0%	?	0%[12.7 µM]	?
COc1ccc(Nc2ccccc2N)cc1
    50%[activator]	-24%	35µM*	8%	-11%	-5%	-13%	16µM*	?
Cc1occc1C(=O)N1CCCC(CO)(Cc2ccc(F)cc2F)C1 (stereo not drawn)
    17%	-2%	-7%	0%	-8%	-14%	-10%	.	-7%
COc1ccc(/C=N/NC(=O)c2ccc3nc[nH]c3c2)cc1OC
    13µM*	1%	-12%	16µM*	?	-3%	-15%	8%	-2%
O=C(Nc1ccc(-c2nc3cc(NC(=O)c4ccc(F)cc4)ccc3o2)cc1)c1ccc(F)cc1
    20%	2%	8%	0%	-16%[60.1 µM]	.	-11%	6%[59 µM]	1%
COc1ccccc1-c1nnc2sc(COc3ccc(Cl)cc3)nn12
    48%[activator]	-3%	-1%	-10%	-13%	-3%	3%	-46%	-16%
O=C(NCCCc1ccccc1)c1ccncc1
    -13%	-1%	11%	-1%	-3%	-2%	-9%	17%[2.33 µM]	-4%
CC(=O)Nc1nnc2n1CCS2
    14%	-2%	-4%	4%	-8%[60.1 µM]	.	0%	14µM*	3%
COc1ccccc1Cn1c(=S)[nH]c2ccc(Br)cc2c1=O
    37%[activator]	-3%	2%	27%	-11%	40%	-1%	15%	0%

3 entries from above, arranged by number of heavy atoms, highest first.
Every second line gives: Pol iota inh	BLM inh	BAZ2B block	POLB inh	Pol kappa inh	APE1 inh	Pol eta inh	G9a inh	Anesthetic bind
Cc1c(NC(=O)C(C)NCC2CCCO2)c(=O)n(-c2ccccc2)n1C (stereo not drawn)
    -11%	0%	-22%	7%	-5%	?	-19%	-7%[59 µM]	-10%
Nc1nc(Nc2ccccc2F)nc(NCc2ccco2)c1[N+](=O)[O-]
    6%	-6%	-28%	-1%	-6%	-7%	21%	5%	-21%
CCc1nn2c(N(C)CCO)cc(C)nc2c1-c1ccc(F)cc1
    -7%	-4%	-6%	31%	3%	15%	-26%	.	-8%

Continuation.
Every second line gives: Pol iota inh	BLM inh	BAZ2B block	POLB inh	Pol kappa inh	APE1 inh	Pol eta inh	G9a inh	Anesthetic bind
C/C(N)=C(/C#N)C(=O)CSc1nc2cc(Cl)ccc2c(=O)n1Cc1ccco1
    37%[activator]	-7%	-28%	0%	-34%	-2%	8%	?	-1%
CCc1c(C)[nH]c(=S)c(C#N)c1C
    -4%	-5%	?	21%	11%	19%	-8%	1.1µM*	-8%
CCCc1ccc(OCC(=O)Nc2sc(C(=O)OCC)c(C)c2C(=O)OCC)cc1
    9%	-1%	7%	4%	12%	.	-8%	5%[59 µM]	-4%
CCOc1ccc2nc(-c3ccccc3)nc(SCC(=O)OC)c2c1
    126%[activator]	2%	6%	12%	-9%	-11%	-28%	-2%[0.501 µM]	-10%
Cc1coc2c1c(C)cc1oc(=O)c(CC(=O)NCC(=O)NCC(=O)O)c(C)c12
    7%	2%	-1%	-1%	-14%	14%	10%	-2%	65%[activator]
O=C(O)C1C2C=CC(C2)C1C(=O)NCCC1=CCCCC1 (stereo not drawn)
    12%	-3%	1%	6%	-5%	2%	4%	0%[59 µM]	-22%
O=C(C1CCCO1)N1N=C(c2ccc(Br)cc2)CC1c1ccco1 (stereo not drawn)
    8%	0%	?	-1%	-2%	2%	-8%	-17%[59 µM]	3%
CCOc1ccc(N2C(=O)C3C(c4ccc(O)cc4)NC(CCSC)(C(=O)OC)C3C2=O)cc1 (stereo not drawn)
    68%[activator]	-2%	-24%	36%	-6%	15%	8%	.	-1%
CCN(CC)S(=O)(=O)c1cccc(NC(=O)COC(=O)c2ccc(Br)o2)c1
    -5%	-9%	2%	?	-17%	0%	-9%	16%	?
COc1ccccc1N1CC(C(=O)Nc2cccc(C(=O)O)c2)CC1=O (stereo not drawn)
    5%	-11%	-5%	-1%	-13%	-2%	0%	?	26%
COc1ccc(C(C(=O)Nc2ccc(C(C)C)cc2)N(C)C(=O)Cc2cccs2)cc1 (stereo not drawn)
    -7%	-10%	-5%	-11%	4%	.	-19%	13%[59 µM]	57%[activator]
CCN(CC(=O)Nc1cccc(OC)c1)C(=O)c1ccco1
    13%	-1%	-23%	21%	4%	0%	-19%	30%[0.501 µM]	-8%
NS(=O)(=O)c1ccc(CCNC(=O)C2CCCCN2S(=O)(=O)c2ccccc2)cc1 (stereo not drawn)
    23%	1%	-6%	16%	0%	-1%	7%	?	-8%
